# Bioassay records: PubChem BioAssay, several laboratories
# TLR9-MyD88 inh = inhibitors of human TLR9-MyD88 binding; CHO BLA complementation TLR9-MyD88, CCF4 FRET ratio; inhibition, % at 4.98 µM; 340,000 compounds, 0.21% hits; Q9NR96+Q99836;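 active = inhibition above the mean over all tested compounds plus 3 SD, cut at about 21% in these data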;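 note: 0% = DMSO only wells and 100% = clavulanate BLA inhibitor control wells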
# COUP-TFII inh = inhibitors of human COUP-TFII (NR2F2); HEK293T NGFI-A luciferase reporter, luminescence; inhibition, % at 8.6 µM; AID 686940; 370,000 compounds, 0.7% hits; P24468;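 active = inhibition above a per-plate cutoff, mean inhibition of test wells between control levels plus 3 SD, cut at about 38% in these data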;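 note: cells cotransfected with COUP-TFII expression vector driving the NGFI-A reporter; 0% = median of COUP-TF2 test wells and 100% = reporter-only cells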
# NOD2-RIPK2 inh = inhibitors of human NOD2-RIPK2 interaction | O43353 | CHO BLA complementation NOD2-RIPK2, CCF4 ratio | inhibition, % at 4.98 µM | 360,000 compounds, 0.38% hits | AID 624267; in the data active = inhibition above about 21%;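 note: 0% = vehicle only and 100% = reference blocker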
# Target sequence (O43353 whole entry, looked up): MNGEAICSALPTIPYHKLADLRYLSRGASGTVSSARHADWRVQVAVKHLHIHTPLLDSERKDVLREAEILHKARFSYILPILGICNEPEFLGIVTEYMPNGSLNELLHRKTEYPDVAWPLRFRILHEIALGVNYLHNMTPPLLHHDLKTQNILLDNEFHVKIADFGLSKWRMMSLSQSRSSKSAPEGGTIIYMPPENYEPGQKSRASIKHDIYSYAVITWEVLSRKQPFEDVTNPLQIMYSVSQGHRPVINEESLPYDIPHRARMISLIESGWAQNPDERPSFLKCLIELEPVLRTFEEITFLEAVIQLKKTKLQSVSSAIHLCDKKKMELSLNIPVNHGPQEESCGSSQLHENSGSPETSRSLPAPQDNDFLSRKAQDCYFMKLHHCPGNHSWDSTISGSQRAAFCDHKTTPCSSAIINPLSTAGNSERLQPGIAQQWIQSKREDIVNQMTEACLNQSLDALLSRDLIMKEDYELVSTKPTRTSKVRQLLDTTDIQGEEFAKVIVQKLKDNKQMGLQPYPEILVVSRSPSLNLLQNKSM
# NCOA2 inhibitor = human SRC2 (NCOA2) inhibition; Q15596; HEK293 GAL4-SRC2 luciferase reporter, luminescence; inhibition, % at 9 µM; 370,000 compounds, 0.17% hits; AID 651957;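 active = inhibition above the mean inhibition of all tested compounds plus 3 SD, set per campaign, cut at about 52% in these data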;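 note: 0% = DMSO treated cells and 100% = cells given Gossypol at 36 µM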
# LRH-1 inv ag = NR5A2 inverse agonism in reporter assay. inhibition, % at 3.6 µM. AID 602396. O00482. HEK293T StAR-luciferase reporter, LRH-1 transfected, 24 h. 360,000 compounds, 0.13% hits;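 active = inhibition above the mean inhibition of all tested compounds plus 3 SD, cut at about 73% in these data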;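 note: 0% = DMSO wells and 100% = reporter-only cells lacking LRH-1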
# Target sequence (O00482 whole entry, looked up): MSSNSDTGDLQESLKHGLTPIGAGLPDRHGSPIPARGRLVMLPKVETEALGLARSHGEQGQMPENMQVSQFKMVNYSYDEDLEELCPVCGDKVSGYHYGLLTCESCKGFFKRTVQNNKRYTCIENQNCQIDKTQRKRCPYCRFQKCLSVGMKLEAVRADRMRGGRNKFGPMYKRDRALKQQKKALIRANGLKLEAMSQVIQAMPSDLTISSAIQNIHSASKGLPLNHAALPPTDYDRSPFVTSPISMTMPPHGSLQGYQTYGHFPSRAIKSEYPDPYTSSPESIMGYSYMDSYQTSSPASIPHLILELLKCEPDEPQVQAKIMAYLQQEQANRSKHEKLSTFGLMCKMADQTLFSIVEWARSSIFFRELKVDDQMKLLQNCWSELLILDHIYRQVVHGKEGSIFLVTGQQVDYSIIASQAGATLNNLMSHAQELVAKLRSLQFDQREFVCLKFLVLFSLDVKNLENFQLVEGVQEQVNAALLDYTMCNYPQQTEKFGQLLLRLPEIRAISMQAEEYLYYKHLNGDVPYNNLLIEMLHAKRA
# SRC1 inh = inhibitors of human steroid receptor coactivator 1 (SRC1); Q15788; HEK293 GAL4-SRC1 luciferase reporter, luminescence; inhibition, % at 3.6 µM; 360,000 compounds, 0.12% hits; AID 588354;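 active = inhibition above the campaign mean plus 3 SD, with each screening campaign given its own cutoff, cut at about 60% in these data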;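 note: 0% = DMSO treated cells and 100% = gossypol at 36 µM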
# ABHD5-PLIN5 inh = inhibitors of human ABHD5-perilipin-5 interaction. AID 602281. Q00G26+Q8WTS1. Split G. princeps luciferase complementation, luminescence, 4 h. 360,000 compounds, 0.78% hits. inhibition, % at 4 µM;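 active = inhibition above the mean inhibition across every tested compound plus 3 SD, cut at about 22% in these data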;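 note: 0% = DMSO only wells and the 100% control is not disclosed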
# Exocytosis inh = blocks lytic granule exocytosis; TALL-104 LAMP-1 surface exposure, flow cytometry; cells stimulated with thapsigargin and PMA; inhibition, % at 10 µM; 360,000 compounds, 0.66% hits; AID 651702;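 active = inhibition above about 55%, limit read from the data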
# TROY NFkB inh = inhibitors of TROY-dependent NF-kB signaling. inhibition, % at 10 µM. Q293 LMP1-TROYcd NF-kB luciferase reporter, 4 h. 360,000 compounds, 0.98% hits;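 active = compounds whose plate-normalised and pattern-corrected inhibition of the luciferase reporter signal at the single screening dose is 50% or more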
# TWEAK Fn14 block = blocks TWEAK-Fn14 interaction in a reporter cell assay | TWEAK-stimulated Fn14 reporter cells, luciferase luminescence, 8 h | inhibition, % at 10 µM | 360,000 compounds, 2% hits | AID 1159606; in the data active = inhibition above about 50%
# NCOA3 inh = human NCOA3 inhibition. inhibition, % at 3.6 µM. HEK293 GAL4-SRC3 luciferase reporter, luminescence. Q9Y6Q9. AID 588352. 360,000 compounds, 0.17% hits;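 active = inhibition above a per-campaign cutoff, the mean of all compounds plus 3 SD, cut at about 60% in these data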;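 note: 0% = DMSO-treated cells and 100% = gossypol-treated cells at 36 µM; higher means less SRC3-driven luciferase light from the GAL4 reporter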
# Numbers without * were called inactive; / = no result given. These rows are one share of the data (hit frequency here may not be typical).
SMILES,TLR9-MyD88 inh,COUP-TFII inh,NOD2-RIPK2 inh,NCOA2 inhibitor,LRH-1 inv ag,SRC1 inh,ABHD5-PLIN5 inh,Exocytosis inh,TROY NFkB inh,TWEAK Fn14 block,NCOA3 inh
COc1ccc(Nc2nc(C)nc3c2nnn3Cc2ccccc2)cc1OC,-7.0,18.4,-9.7,9.5,11.7,-3.7,4.1,4.8,18.1,18.1,15.3
COc1cccc(CN2CCC2(C)C(=O)Nc2ccc(C)cc2)c1F (stereo not given),/,-15.2,-12.7,20.5,-8.7,8.9,4.2,7.1,-5.6,5.1,-10.7
CC(C)CC1(C)NC(=O)NC1=O (stereo not given),-19.5,-17.7,-12.2,3.8,2.6,-8.1,-0.6,1.7,2.0,-11.5,5.4
Cc1ccc2nc(NC(=O)C3CCN(c4ncnc5sc(C)c(C)c45)CC3)sc2c1,5.9,/,-0.7,/,-12.7,-4.4,11.0,-9.9,-7.8,-11.6,3.4
COc1ccc2c(c1OC)C(=O)N1C2SC(C)(C)[C@H]1C(=O)NC1CC1 (stereo not given in full),-5.9,1.8,5.6,2.8,-10.2,7.0,9.6,-0.8,10.1,-28.4,11.2
CCCCNS(=O)(=O)/C=C/c1ccccc1,5.2,7.3,-15.3,-1.4,4.4,-13.6,-0.5,-3.1,1.8,-6.7,-9.2
Oc1ccc[n+](CCCCC[n+]2cccc(O)c2)c1,-1.6,6.7,-9.0,-5.7,11.0,-4.5,3.4,14.0,-14.8,-1.4,-6.5
CC12CNCC(C)(CN(C(c3ccccc3)c3ccccc3)C1)C2,1.0,7.1,1.1,-6.5,-4.8,0.8,6.4,33.6,18.5,-4.5,1.8
CC1(C)Cc2ccccc2-c2nc(NCCO)n(-c3ccccc3)c(=O)c21,-1.9,11.6,-4.5,-5.4,9.7,1.7,1.2,-4.7,-3.9,2.9,11.6
CC1(C)Cc2cccc(OCC(O)CN3CCN(c4ccccn4)CC3)c2O1 (stereo not given),2.9,-14.5,-5.8,7.6,-5.1,2.5,8.3,2.8,2.6,16.2,-0.3
COc1ccccc1CNC(=O)c1sccc1C,2.1,-25.1,-4.3,-3.3,-8.7,-19.4,-7.1,-10.9,-0.5,-0.6,-7.8
COc1ccc(N(CC(=O)N2CCN(c3cccc(Cl)c3)CC2)S(=O)(=O)c2c(C)noc2C)cc1,-6.2,3.0,-3.6,-16.5,-6.8,14.4,0.3,43.2,13.7,8.0,7.6
O=C(COc1ccc2c3c(c(=O)oc2c1)CCC3)N1CCN(c2ccccc2)CC1,6.1,-10.0,2.5,-47.6,11.3,-13.6,0.7,0.4,16.1,-15.5,-29.8
CC(C)NC(=O)CSc1nc(N)c(NC(=O)c2ccco2)c(=O)[nH]1,-8.2,3.5,-2.0,1.9,19.8,-0.2,1.1,30.6,-17.5,8.6,10.0
Cc1ccccc1N1CC(C(=O)N2CCc3ccccc32)CC1=O (stereo not given),0.7,3.0,-1.4,-10.4,4.2,-30.0,-6.4,-7.1,0.2,19.1,-10.4
CCc1cc(-c2[nH]ncc2-c2ccc(OC)cc2)c(O)cc1O,-5.7,13.2,-5.3,21.5,24.7,13.8,3.2,9.5,48.8,64.0*,7.8
CC1=NOC(=O)/C1=C/c1ccc(-c2ccc(Cl)cc2)o1,6.0,/,-2.7,/,5.7,8.0,33.1*,77.9*,77.7*,73.5*,-5.5
N#Cc1ccsc1NC(=O)CN1CCN(c2ccc(O)cc2)CC1,-4.1,-12.8,8.9,-41.4,16.7,-9.4,0.6,4.6,-9.1,-0.6,-14.0
Cc1ccc(C(=O)CCC(=O)NC2CCCC(C)C2C)cc1 (stereo not given),-2.7,13.8,-9.0,-1.3,-8.3,-109.7,1.9,0.7,18.4,1.4,15.0
CN1CC(=O)N(CCOc2ccccc2)C1=O,10.4,10.3,-1.9,3.9,-7.0,-1.3,-8.9,0.3,-16.6,7.2,-8.9
CCCCOc1ccc(C(=O)NCC(=O)N2CC(C)OC(C)C2)cc1 (stereo not given),1.8,-3.8,-7.0,0.1,-4.0,-5.0,-2.4,-3.6,-1.1,-3.4,-19.5
CC(C(=O)Nc1ccccc1C(=O)N1CCOCC1)N(c1ccccc1)S(C)(=O)=O (stereo not given),-3.4,8.0,-10.5,-3.1,-9.2,-1.0,0.0,-0.7,-5.8,-4.4,3.5
COc1ccc(-c2nc(N)n[nH]2)cc1OC,8.0,-13.6,-0.4,13.8,14.6,13.2,7.6,1.7,-15.7,-71.6,-8.5
CCN(CC)S(=O)(=O)c1ccc(N2CCCC2)c(NS(=O)(=O)c2ccccc2)c1,-14.7,-0.1,11.4,-13.9,4.8,-7.7,-3.8,-1.6,11.3,0.4,3.3
COc1ccc(C(CCNCc2ccc(N(C)C)cc2)c2ccccc2OC)cc1 (stereo not given),6.5,20.9,-2.8,17.8,-21.9,12.2,3.5,15.5,5.2,2.2,15.4
CCC1(C)Cc2ccccc2-c2c1c(=O)n(-c1ccc(C)cc1)c1nnnn21 (stereo not given),-14.3,0.0,-0.3,-40.1,-5.2,2.1,2.4,-2.3,-11.2,8.7,-0.2
CCN(CC)C(=O)c1c(Cl)nc(C)c([N+](=O)[O-])c1C,-7.7,16.1,6.0,-4.0,-14.2,7.2,1.9,1.0,14.9,-2.1,13.0
CCOC(=O)N1CCC(NCc2c(C(=O)N(C)Cc3ccccc3)nc3ccccn23)CC1,2.5,13.7,-0.6,-2.8,3.7,8.5,7.8,-2.5,29.5,0.1,-5.1
C=CCN(CC=C)C(=S)Nc1ccc2nsnc2c1,-5.0,-2.6,-1.3,21.9,-3.9,-14.3,-41.8,17.6,-18.3,4.9,-14.5
O=C(CCN1CCCCCC1)Nc1ccc(F)cc1,-4.7,1.1,0.7,3.5,-17.4,-1.9,-0.3,-2.9,-6.6,3.8,-6.5
CCOc1ccc(CC(=O)N2CCC3(CC2)NCCc2[nH]cnc23)cc1,-4.2,-5.8,-6.0,10.1,-0.6,-7.3,-5.6,-11.1,6.1,-3.9,11.2
Cc1cccc(N2CC(C(=O)NCCC3=CCCCC3)CC2=O)c1C (stereo not given),-1.1,-1.9,-1.2,-21.9,-11.2,3.8,8.4,-1.2,1.8,-12.8,13.3
CCN(CC(=O)Nc1ccc(NC(C)=O)cc1)C(=O)c1c(-c2c(F)cccc2Cl)noc1C,-3.2,-10.4,-6.0,-4.0,0.1,-14.2,8.2,-3.7,19.2,-2.6,16.5
CCC(=O)Nc1nnc(-c2ccc(OC)cc2)o1,-1.0,11.7,-2.0,-1.8,-20.2,-11.4,-10.7,-1.1,-7.4,-35.2,-15.7
CC(=O)c1ccc(N(C(=O)Cn2nnc(-c3ccccc3)n2)C(C(=O)NC2CCCCC2)c2ccccn2)cc1 (stereo not given),0.3,2.9,0.8,-10.3,-11.4,4.8,1.4,-0.3,-18.9,-11.9,-1.9
COCCN(C(=O)c1ccc(-c2ccc(Cl)cc2)o1)c1c(N)n(CC(C)C)c(=O)[nH]c1=O,-3.6,-6.3,-7.3,-11.8,13.9,-4.9,-9.6,-1.6,-5.3,-0.3,11.6
Cc1nnc(NC(=O)c2cc(S(=O)(=O)N3CCCCC3)ccc2Cl)s1,-12.7,2.1,7.2,0.2,-10.5,1.8,5.3,48.0,7.2,-6.7,-2.4
CC(CCc1ccccc1)NC(=O)COC(=O)c1cc(NS(=O)(=O)c2ccc(Cl)c([N+](=O)[O-])c2)ccc1O (stereo not given),-2.4,-6.4,2.1,-41.5,-6.9,-10.5,-0.5,15.4,44.5,-16.1,6.5
Cc1ccc(S(=O)(=O)N2CCC(NC(=O)c3cccc(F)c3)CC2)cc1,-8.0,-12.7,-7.0,6.4,11.6,15.6,5.5,-3.8,-11.0,-7.8,-11.9
Clc1ccc(OCc2noc(-c3ccsc3)n2)c(Cl)c1,3.5,-15.1,2.1,-51.7,-116.4,-99.6,-0.1,-7.9,-45.8,-61.1,-130.6
O=C(O)CSc1nnc(NC(=O)c2ccc3c(c2)OCO3)s1,1.0,0.0,-8.7,0.1,2.9,-1.6,1.2,2.0,10.7,27.6,19.3
OCCCCNCc1ccc(OCc2ccc(Cl)cc2Cl)cc1,-3.3,-14.3,6.6,-14.1,27.4,17.7,18.1,9.4,-19.2,-19.4,20.4
O=C(Nc1sc2c(c1C(=O)O)CCCC2)c1ccc(F)cc1,-9.7,0.2,1.5,-58.4,29.6,-0.1,3.8,12.5,-57.9,34.2,43.8
COCCn1c(SCC(=O)N2CCCCCC2)nc2c(c1=O)SCC2,2.9,-1.2,-8.6,-22.5,10.8,-22.8,7.5,2.4,-13.0,1.3,21.1
COC(=O)c1ccc(Oc2cc(C)nc(SC)n2)cc1,14.4,4.1,5.1,-18.1,-2.4,1.6,-3.4,2.8,21.4,-3.6,6.1
O=c1c(C(c2ccc(F)cc2)c2c(O)nc3n(c2=O)CCS3)c(O)nc2n1CCS2,-3.2,5.2,-2.9,4.8,-10.4,-10.8,11.6,5.2,-22.5,-14.2,15.0
Cn1c(=O)c2[nH]c(NN=Cc3ccc(F)cc3)nc2n(C)c1=O,-5.8,13.7,-3.2,-8.1,-21.8,-23.8,-1.5,-6.3,-6.5,25.1,-30.1
CC(C)(C)NC(=O)NC(=O)CSc1n[nH]c(-c2ccccc2Br)n1,3.4,7.7,-2.7,2.0,16.3,-10.4,-3.5,1.2,27.3,-14.3,1.9
CCc1ccc(N2CC(C(=O)Nc3ccc(S(=O)(=O)N4CCOCC4)cc3)CC2=O)cc1 (stereo not given),-14.1,-3.8,-3.9,-8.9,4.7,9.3,-5.7,4.2,-1.1,4.1,-47.9
COc1ccc(NC(=O)CN2CCc3ccccc3C2)cc1,-0.4,2.9,-3.4,-23.6,-36.7,-10.2,-0.4,-10.0,-20.9,-38.9,-5.8
Cc1ccc(C(=O)NCCc2ccc(S(N)(=O)=O)cc2)cc1[N+](=O)[O-],-6.5,1.0,6.6,14.1,10.1,-2.3,2.9,2.6,-4.8,9.9,-13.7
Cc1ccc(S(=O)(=O)N2CCCOC2CNC(=O)C(=O)NC2CCCCC2)cc1 (stereo not given),-7.0,-4.8,-0.7,-35.3,3.3,24.3,-2.3,-1.3,-3.2,-11.1,-48.0
COCCCNC(=O)c1ccc(C(=O)NCCCOC)cc1,-6.2,-13.2,1.3,15.3,-0.5,-0.1,3.2,3.1,-3.5,3.0,4.3

# Three compounds picked at random from those above, as already listed:
SMILES,TLR9-MyD88 inh,COUP-TFII inh,NOD2-RIPK2 inh,NCOA2 inhibitor,LRH-1 inv ag,SRC1 inh,ABHD5-PLIN5 inh,Exocytosis inh,TROY NFkB inh,TWEAK Fn14 block,NCOA3 inh
COCCCNC(=O)c1ccc(C(=O)NCCCOC)cc1,-6.2,-13.2,1.3,15.3,-0.5,-0.1,3.2,3.1,-3.5,3.0,4.3
CC(C)(C)NC(=O)NC(=O)CSc1n[nH]c(-c2ccccc2Br)n1,3.4,7.7,-2.7,2.0,16.3,-10.4,-3.5,1.2,27.3,-14.3,1.9
Cc1ccc(S(=O)(=O)N2CCCOC2CNC(=O)C(=O)NC2CCCCC2)cc1 (stereo not given),-7.0,-4.8,-0.7,-35.3,3.3,24.3,-2.3,-1.3,-3.2,-11.1,-48.0
